TbPYK inhibitor: qHTS of Trypanosoma Brucei Inhibitors | pyruvate kinase (Trypanosoma brucei), Q57TT1 | TbPYK enzyme, Kinase-Glo Plus ATP luminescence, 45 min | Potency, µM (series often up to 76.8 µM), for inactives: at the top dose activity, negative = inhibition, usual class: inhibitors | actives 0.12% (n = 410,000); further: potency means the concentration at half of the fitted maximal effect; on the % scale 0 is the no-effect control and ±100 the full control effect; nearly all actives have a fitted effect of over 50% in size
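Luminescence from Kinase-Glo Plus, added after a 45-minute room-temperature reaction, served as the end-point read-out. The enzyme and substrate were preincubated with compound before ADP (130 uM final) initiated turnover. Concentration-effect curves came from normalized qHTS data.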
HCV inhibitor: qHTS Assay for Inhibitors of Hepatitis C Virus (HCV); Potency, µM (titrated, usually from 41.8 µM), for inactives: top-dose activity change, negative = inhibition, actives largely listed as inhibitors; Huh7.5.1 HCVcc-Cre infection, luciferase reporter, 44 h; actives 3.4% (n = 340,000); further: potency means the concentration at half of the fitted maximal effect; on the % scale 0 is the no-effect control and ±100 the full control effect
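Luciferase read-out (15 sec integration) after a 15 min room-temperature substrate step quantifies HCVcc-Cre infection. Cells, 1,000 per well, had compound added 4 h post-plating, then virus at ~0.5 moi, and were cultured 44 h.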
Pf growth 96h: Primary qHTS for delayed death inhibitors of the malarial parasite plastid, 96 hour incubation | Potency, µM (series often up to 28.7 µM), without a hit: at the highest dose activity change, negative = inhibition, most hits filed as inhibitors | AID 504834, 2011 | P. falciparum luciferase reporter growth, 96 h | actives 6.9% (n = 320,000); further: potency means the concentration at half of the fitted maximal effect; on the % scale 0 is the no-effect control and ±100 the full control effect
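Compounds incubated with erythrocytes infected by luciferase-expressing P. falciparum (2% hematocrit, 0.05% parasitemia final) for 96 hours, 37 C in 5% CO2. Growth inhibition scored as decreased luciferase luminescence.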
Pf growth 48h: Primary qHTS for delayed death inhibitors of the malarial parasite plastid, 48 hour incubation; Potency, µM (highest dose often 28.7 µM), inactives show top-dose activity change, negative = inhibition, most hits filed as inhibitors; actives 5.9% (n = 310,000); P. falciparum luciferase growth in erythrocytes, 48 h; further: potency means the concentration at half of the fitted maximal effect; on the % scale 0 is the no-effect control and ±100 the full control effect
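Luciferase-expressing parasites in RBCs, 2% Hct / 0.1% parasitemia final; RPMI 1640 + 0.5% Albumax; 37 C, 5% CO2, one generation; luminescence read-out, lower signal = inhibition.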
LmPK inh: qHTS Assay for Inhibitors of Leishmania Mexicana Pyruvate Kinase (LmPK) | purified LmPK, Kinase-Glo ATP luminescence, 1 h | Q27686 | Potency, µM (highest dose often 57.5 µM), inactives show at the highest dose activity change, negative = inhibition, most hits filed as inhibitors | actives 0.37% (n = 290,000); further: potency means the concentration at half of the fitted maximal effect; on the % scale 0 is the no-effect control and ±100 the full control effect
Target sequence (Q27686 whole entry, looked up): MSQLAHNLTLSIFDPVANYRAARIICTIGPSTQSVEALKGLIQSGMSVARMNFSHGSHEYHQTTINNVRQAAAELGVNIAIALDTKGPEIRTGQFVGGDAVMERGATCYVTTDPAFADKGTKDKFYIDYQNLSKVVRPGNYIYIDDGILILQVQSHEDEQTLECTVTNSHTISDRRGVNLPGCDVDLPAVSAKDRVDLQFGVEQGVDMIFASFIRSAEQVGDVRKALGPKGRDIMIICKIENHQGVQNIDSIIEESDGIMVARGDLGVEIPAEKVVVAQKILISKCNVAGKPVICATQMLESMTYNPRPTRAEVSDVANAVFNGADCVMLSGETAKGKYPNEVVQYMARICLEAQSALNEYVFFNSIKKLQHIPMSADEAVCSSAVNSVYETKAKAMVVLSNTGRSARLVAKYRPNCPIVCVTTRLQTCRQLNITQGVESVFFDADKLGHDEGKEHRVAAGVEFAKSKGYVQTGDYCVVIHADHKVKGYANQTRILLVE
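In 50 mM imidazole pH 7.2 with 7 mM MgCl2, LmPK (0.1 nM) turned over PEP (0.5 mM) and ADP (0.1 mM) for 1 h at room temperature. Luciferase read-out of ATP.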
Shiga inhibitor: A qHTS for Small Molecule Inhibitors of Shiga Toxin; Vero cells, Shiga toxin protein synthesis inhibition reporter; inhibition, % at 38.7 µM; actives 9.2% (n = 290,000); AID 2315, 2010; in the data active means inhibition mostly above about 28%, no sharp cut-off; inactive means mostly below about 43%; further: 0% is about no effect
Cycloheximide cs: Cycloheximide Counterscreen for Small Molecule Inhibitors of Shiga Toxin | cell reporter, cycloheximide protein synthesis inhibition counterscreen | max response, % | actives 12% (n = 300,000); in the data active means max response mostly above about 13%, no sharp cut-off; inactive means mostly below about 14%; further: read at 38.3 µM for the half of the compounds with a filed dose; 0% is about no effect
The depositor's hits bear a star; ? = inconclusive; · = not tested or not shown; [ ] = remark or other dose. Unless noted, the call rests on the fitted dose curve; in most records, active means well fitted curve in the direction sought with a large enough effect; inconclusive means small, poorly fitted or top-dose-only effect, or another doubt; inactive means no such curve, though single readings can be large; an effect the other way counts as inactive or inconclusive.

SMILES	TbPYK inhibitor	HCV inhibitor	Pf growth 96h	Pf growth 48h	LmPK inh	Shiga inhibitor	Cycloheximide cs
COc1ccc(NC(=O)CN(C)C(=O)c2cc3c(s2)CCCCC3)cc1	0%	-22%	19%	7%	-2%	10	7
Cc1n[nH]c(C)c1S(=O)(=O)N(CC(=O)NC1CCCC1)c1ccc(C(C)C)cc1	6%	-4%	18%	·	12%	-5	6
CCc1nnc(NC(=O)CN2CCN(c3ccccc3OC)CC2)s1	34%	12%	-15%	-18%	-6%	-8	1
Cc1cc(C)n2nc(SCC(=O)c3cccs3)nc2n1	-2%	-8%	28%	3%	2%	11	14
CCN(Cc1ccc(NC(C)=O)cc1)CC1CCCN(CCc2cccc(F)c2)C1 (stereo unspecified)	0%	?	?	?	-5%	-11	-3
Cc1cc(C)cc(NC(=O)N2CCNC(=O)C2CC(=O)Nc2cc(Cl)ccc2Cl)c1 (stereo unspecified)	3%	4%	?	44%[activator]	3%	10	-5
Nc1ccc(Cl)cc1C(=O)c1ccccc1	-1%	12%	-35%	-31%	9%	-5	8
CC(C)(C)CC(=O)Nc1cc(S(=O)(=O)N2CCCCCC2)ccc1Cl	-10%	?	-14%	-1%	-2%	-12	-5
C#CC1(NC(=O)NC(=O)c2c(F)cccc2F)CCCCC1	-3%	11%	21%	7%	-1%	-2	-2
O=C(NCC(=O)N1CCN(S(=O)(=O)c2ccccc2)CC1)c1ccc(Br)o1	7%	0%	3%	3%	·	·	·
Cc1ccc2cc(C)c(SCC(=O)Nc3ccc(S(=O)(=O)N4CCCC4)cc3)nc2c1	-1%	?	?	?	1%	-5	-4
COc1cc(NC(=S)N2CCC(C(N)=O)CC2)cc(OC)c1	-5%	12%	30%	-3%	-3%	-6	-4
O=C(NC1CCN(S(=O)(=O)c2ccccc2)CC1)C1CCCCC1	7%	17%	-21%	16%	-4%	-4	-4
O=[N+]([O-])c1cc([N+](=O)[O-])c(Oc2cncc(Cl)c2)cc1NC1CCCCCCC1	-12%	11%	?	?	-9%	-5	-2
O=C(Cn1c(=O)oc2cc(S(=O)(=O)N3CCCCCC3)ccc21)NC1CCCCC1	1%	21%	-55%	·	3%	-8	3

Random excerpt: 4 entries already listed.
SMILES	TbPYK inhibitor	HCV inhibitor	Pf growth 96h	Pf growth 48h	LmPK inh	Shiga inhibitor	Cycloheximide cs
O=C(NCC(=O)N1CCN(S(=O)(=O)c2ccccc2)CC1)c1ccc(Br)o1	7%	0%	3%	3%	·	·	·
Cc1n[nH]c(C)c1S(=O)(=O)N(CC(=O)NC1CCCC1)c1ccc(C(C)C)cc1	6%	-4%	18%	·	12%	-5	6
O=C(NC1CCN(S(=O)(=O)c2ccccc2)CC1)C1CCCCC1	7%	17%	-21%	16%	-4%	-4	-4
Cc1cc(C)cc(NC(=O)N2CCNC(=O)C2CC(=O)Nc2cc(Cl)ccc2Cl)c1 (stereo unspecified)	3%	4%	?	44%[activator]	3%	10	-5

The list goes on.
SMILES	TbPYK inhibitor	HCV inhibitor	Pf growth 96h	Pf growth 48h	LmPK inh	Shiga inhibitor	Cycloheximide cs
Cc1cccc(C(=O)c2ccccc2C(=O)O)c1O	-13%	1%	4%	4%	3%	-9	-6
O=C(O)CCCC(=O)Nc1ccc(C(=O)N2CCCCC2)c(Cl)c1	-21%	15%	·	5%	5%	-5	-4
Cc1ncsc1CCOC(=O)C1C2CC3CC(C2)CC1C3 (stereo unspecified)	5%	11%	13µM*	?	3%	-4	-2
COc1ccc(C(=O)NCCc2c[nH]c3ccccc23)cc1[N+](=O)[O-]	4%	-24%	13µM*	0%	-5%	3	7.4*
CC(C)OC(=O)CC(=O)CSc1nc2c(cc1C#N)CCC2	-3%	1%	27%	1%	-1%	24	14
COc1ccc(-c2cc(COc3ccccc3)on2)cc1	2%	?	118%[activator]	191%[activator]	-20%	67*	49*
Cc1cc(=O)oc2cc(OCC(=O)NCc3ccncc3)ccc12	-4%	12%	2%	48%[activator]	0%	-14	-2
Brc1ccc(-c2nnc(Cc3ccccc3)o2)cc1	7%	-19%	116%[activator]	139%[activator]	-1%	81*	58*
Cn1c(SCc2cccc(F)c2)nnc1-c1ccccn1	2%	-2%	-9%	61%[activator]	-2%	58*	36*
N#CC(C#N)=CNc1cccnc1	-10%	9%	-9%	13%	10%	-2	-1
CCC(=O)N1N=C(c2cccc(NS(C)(=O)=O)c2)CC1c1cccs1 (stereo unspecified)	5%	27%	-17%	-20%	-2%	-2	1
COc1ccc(OC)c(CN2CCN(CC(=O)Nc3ccccc3C(=O)NC3CC3)CC2)c1	4%	-25%	?	-15%	·	·	·
O=C(O)c1cc(-c2ccncc2)nc2ccc(S(=O)(=O)N3CCOCC3)cc12	-7%	19%	13%	54%[activator]	4%	-17	2
COc1ccc(Nc2nc3c(S(=O)(=O)c4ccccc4)nnn3c3ccc(Cl)cc23)cc1	-3%	·	·	·	·	-6	-14
Cc1ccc(NC(=O)c2sccc2-n2cccc2)c(C)c1	0%	?	-21%	-11%	3%	-4	3
O=C(Cn1cc(C(=O)c2ccco2)c2ccccc21)NC1CC1	?	?	1%	11%	-2%	-9	1
COc1ccc2c(CC(=O)N(C)CC3COc4ccccc4O3)coc2c1 (stereo unspecified)	-13%	?	·	?	4%	6	8
CCN(CC(=O)Nc1c(F)cccc1F)C(=O)CNC(=O)c1cccs1	-8%	12%	16%	17%	·	·	·
Cc1ccc([N+](=O)[O-])cc1N/C=C1\CCc2ccccc2C1=O	0%	2%	?	23%	-1%	52*	13*
Cc1c(C(=O)N2CCCC2)sc(NC(=O)c2ccccc2)c1C#N	32%[activator]	0%	-1%	24%	-2%	9	-1
C=CCc1cccc(CNc2nc3ccccc3n2CCN2CCOCC2)c1O	-2%	2%	·	3.7µM*	4%	-25	-2
COc1cccc(Cn2nc(C(=O)O)c3ccccc3c2=O)c1	1%	-16%	54%[activator]	7%	4%	-3	13
COCCNC(=O)C(C(=O)c1ccc(F)cc1)n1cc(C)ccc1=O (stereo unspecified)	-1%	4%	9%	4%	-4%	-6	-2
COc1ccc2oc(=O)c(N3C(=O)c4ccccc4C3=O)cc2c1	3%	8%	34%[activator]	69%[activator]	6%	15	-3
Cc1c(C(=O)NC2CCOC2)oc2c(F)cccc12 (stereo unspecified)	8%	-14%	?	45%[activator]	-6%	114*	71*
CC(=O)Nc1ccn(Cc2c(F)cccc2Cl)n1	4%	-3%	0%	20%	2%	64*	18*
CCSC1=NCCN1C(=O)c1ccc(S(=O)(=O)N(CC)CC)cc1	0%	9%	-22%	-6%	0%[11.5 µM]	37	2
O=C(CSc1ccccc1)N1CCc2ccccc21	-9%	17%	·	207%[activator]	-14%	93*	31*
CCCC(=O)Oc1ccc(C2NC(=O)c3ccccc3O2)cc1OC (stereo unspecified)	1%	2%	33%[activator]	31%	5%	·	-1
Cc1cc(/C=N/NC(=O)Cn2c3ccccc3c(=O)c3ccccc32)c(C)n1-c1ccccc1	-3%	5%	?	?	-2%	20	10
CCOc1ccc(NC(=O)CC2NCCNC2=O)cc1 (stereo unspecified)	1%	30%[activator]	-1%	4%	1%	13	1
CCOc1ccc(-n2c(SCC(=O)Nc3ccc(C(=O)O)cc3)nc3ccccc3c2=O)cc1	4%	20%	-2%	31%[activator]	-1%	-5	-1
CCn1c(SCc2cccc(F)c2)nc2c(c1=O)SCC2	-2%	12%	-14%	?	0%[11.5 µM]	-16	-4
COc1ccc(-c2nc3n(n2)C(c2ccncc2)C(C(N)=O)=C(C)N3)cc1 (stereo unspecified)	-12%	1%	?	-3%	-1%	-6	-2
O=C(CNC(c1ccccc1)c1ccccc1)Nc1ccccc1-c1ccccc1	1%	?	13µM*	12µM*	1%	-8	-3
CCOC(=O)CC1C(=O)NCCN1C(=S)Nc1ccccc1 (stereo unspecified)	27%	5%	4%	-2%	-6%	-8	8
O=C(CSc1nnc(COc2ccccc2Cl)o1)NC(=O)NCc1ccco1	-7%	5%	?	-6%	6%	15	2
CCOC(=O)c1ccc(N2C(=O)CC(N3CCOCC3)C2=O)cc1 (stereo unspecified)	4%	17%	2%	1%	-4%	-10	-2
COc1ccc(-c2csc(Nc3ncccc3C)n2)cc1OC	-5%	2.2µM*	?	26%	-4%	139*	34*
C=CCc1c(C)nc(C)nc1N/N=C/c1ccccc1	-1%	-29%	·	5%	-5%	7	6
CCOC(=O)N1CCN(C(=O)CCCCCn2c(=S)[nH]c3ccsc3c2=O)CC1	0%	-11%	57%[activator]	?	-2%	-4	-1
O=C1c2ccccc2NC2(CCCC2)N1NS(=O)(=O)c1ccccc1	-4%	12%	65%[activator]	10%	9%	5	2
Cc1ccccc1Cn1ccc(NC(=O)c2cnn3c2NC(c2ccccc2)CC3C(F)(F)F)n1 (stereo unspecified)	-4%	?	·	?	9%	8	7
COc1cccc(C(=O)Nc2cccc3c2ccc2cccn23)c1	-2%	?	?	?	0%	4	9
O=C(CCc1cccc(Cl)c1)NC1CCCN(Cc2ccccc2F)C1 (stereo unspecified)	-3%	-13%	?	?	-1%	-10	1

The last 2 entries of the part before come first, to join the parts.
SMILES	TbPYK inhibitor	HCV inhibitor	Pf growth 96h	Pf growth 48h	LmPK inh	Shiga inhibitor	Cycloheximide cs
COc1cccc(C(=O)Nc2cccc3c2ccc2cccn23)c1	-2%	?	?	?	0%	4	9
O=C(CCc1cccc(Cl)c1)NC1CCCN(Cc2ccccc2F)C1 (stereo unspecified)	-3%	-13%	?	?	-1%	-10	1
Cc1ccc(C2NCCS2)cc1 (stereo unspecified)	-7%	14%	29%	-4%	-3%	8	5
c1ccc2c3c(cc(N4CCOCC4)c2c1)OC1(N2CCOCC2)CCCCC1O3 (stereo unspecified)	1%	?	·	?	3%	27	6
CCn1nnc(NC(=O)c2cc(Cl)c(OC)c(Cl)c2)n1	3%	11%	-24%	41%[activator]	-1%	18	1
Cc1sc2ncnc(Sc3nnnn3-c3ccccc3)c2c1C	-1%	?	35%[activator]	4.7µM*	2%	-13	-6
Cc1[nH]c2c(C)cccc2c(=O)c1CN1CCCCCC1	0%	6%	?	-17%	-2%	0	-5
CCCCOC(=O)c1c(C)oc2ccc(NS(=O)(=O)c3ccc4c5c(cccc35)C(=O)N4)cc12	-2%	?	·	-22%	10%	-1	1
O=C(CN1CCN(S(=O)(=O)N2CCCCCC2)CC1)Nc1ccc(F)cc1	0%	-20%	?	20%	-3%	-3	7
O=C(NN=C1C2CC3CC(C2)CC1C3)c1ccncc1	-4%	-7%	?	?	-4%	5	0
Cc1ccc(NC(=O)COC(=O)c2ccc3c(=O)n4c(nc3c2)CCC4)c(Br)c1	-4%	7%	31%[activator]	-10%	·	·	·
C=CCn1sc(=N)c(C#N)c1N	-6%	21%	9%	11%	-4%	-5	-3
CC(C)(C)c1ccc(C(=O)N2CCC(NC(=O)c3ccccc3)CC2)cc1	-4%	-8%	?	?	2%	-1	4

Quoted from the listing.
Under Cycloheximide cs, Cc1[nH]c2c(C)cccc2c(=O)c1CN1CCCCCC1 has -5
Under TbPYK inhibitor, Cc1ccc(NC(=O)COC(=O)c2ccc3c(=O)n4c(nc3c2)CCC4)c(Br)c1 has -4%

Assay outcomes as filed in PubChem.
